TPT1 inh = Candida albicans TPT1 enzyme inhibitors, primary screen, biochemical, fluorescence polarization; tRNA 2'-phosphotransferase TPT1 (Candida albicans SC5314); recombinant caTPT1, FP RNA substrate dephosphorylation; inhibition, % at 5 µM; 300,000 tested, 0.81% active; AID 1962, 2009;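 active = inhibition above the mean of all tested compounds plus 3 SD, set per screening campaign, cut at about 24% in these data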;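 note: plate controls were DMSO alone for no effect and ferristatin control at 100 nM for full effect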
PP5 primary = PP5 phosphatase inhibitors, primary screen, biochemical, fluorescence | inhibition, % at 6.7 µM | 320,000 tested, 0.18% active | purified PP5c, OMFP substrate fluorescence | Serine/threonine-protein phosphatase 5 (Homo sapiens), P53041;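 active = inhibition above the campaign's mean inhibition across all tested compounds plus 3 SD, cut at about 9.5% in these data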;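 note: 0% = DMSO only and 100% = 100 µM cantharidin control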
Target sequence (P53041 whole entry, looked up): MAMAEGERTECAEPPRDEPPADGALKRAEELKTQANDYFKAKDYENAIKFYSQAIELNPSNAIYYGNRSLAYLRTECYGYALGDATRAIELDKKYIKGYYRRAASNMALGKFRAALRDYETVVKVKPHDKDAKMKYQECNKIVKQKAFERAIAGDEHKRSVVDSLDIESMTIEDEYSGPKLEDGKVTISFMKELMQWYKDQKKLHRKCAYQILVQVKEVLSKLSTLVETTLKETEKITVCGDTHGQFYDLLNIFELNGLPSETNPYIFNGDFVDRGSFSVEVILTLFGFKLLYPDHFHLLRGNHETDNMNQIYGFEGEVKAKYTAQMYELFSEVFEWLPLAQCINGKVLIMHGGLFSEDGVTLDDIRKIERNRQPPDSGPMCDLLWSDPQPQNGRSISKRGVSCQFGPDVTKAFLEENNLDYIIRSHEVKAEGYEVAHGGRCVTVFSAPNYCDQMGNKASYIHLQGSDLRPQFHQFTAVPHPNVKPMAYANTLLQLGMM
PP1 counter = PP1-alpha phosphatase inhibitors, primary screen, counter-screen for PP5 inhibitor project, biochemical, fluorescence, OMFP substrate, single point; purified PP1alpha; Serine/threonine-protein phosphatase PP1-alpha catalytic subunit (Homo sapiens), P62136; AID 2235, 2010; inhibition, % at 6.7 µM; 320,000 tested, 0.9% active;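 active = inhibition above the mean inhibition of all tested compounds plus 3 SD, computed separately for each screening campaign, cut at about 15% in these data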
PREPL inh = PREPL enzyme inhibitors, primary screen, biochemical, fluorescence polarization | inhibition, % at 5.96 µM | 320,000 tested, 0.68% active | recombinant PREPL, fluorescence polarization activity-based probe | Prolyl endopeptidase-like (Homo sapiens), Q4J6C6; in the data active = inhibition above about 43%;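 note: 0% = enzyme with DMSO and 100% = wells lacking enzyme; many of its hits are not listed in these tables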
GASC-1 inh = inhibitors of GASC-1 histone demethylase, primary screen, biochemical, fluorescence, DELFIA europium | AID 2099, 2009 | 330,000 tested, 0.069% active | GST-JMJD2C(1-420) H3K9me3 demethylation | inhibition, % at 2.35 µM;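 active = more than half of a compound's replicate wells show inhibition beyond 50%, single wells judged on their own value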;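 note: signal counts dimethyl H3K9 product captured on neutravidin plate; 0% = median of DMSO wells and 100% = 0.3 times that DMSO median; strong numbers were not always called active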
CTSL1 counter = Fasciola hepatica cathepsin L1 inhibitors, primary screen, counter-screen for PFM18AAP inhibitor project, biochemical, QFRET, fluorogenic peptide substrate | inhibition, % at 5.96 µM | recombinant F. hepatica cathepsin L1, Z-Leu-Arg-MCA fluorescence | 300,000 tested, 0.49% active;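 active = inhibition above the mean of all tested compounds plus 3 SD, set per screening campaign, cut at about 17% in these data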;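 note: 0% = plate median of test compound wells and 100% = 1 µM Z-Phe-Ala-diazomethylketone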
Efflux pump mplx = inhibitors of Candida efflux pumps in yeast, primary screen, S. cerevisiae, Nile Red, multiplex; S. cerevisiae Candida pump triplex; inhibition, % at 10 µM; 330,000 tested, 0.44% active; AID 485275, 2010;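 active = plate passing quality check with inhibition over a set limit, or well fluorescence over plate mean plus 4 SD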;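 note: Nile Red retained in pooled yeast measured as flow cytometry median fluorescence; 0% = buffer negative control and 100% = Enniatin B positive control; higher means more Nile Red kept so more efflux inhibition; some compounds called inactive have numbers as strong as hits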
LYPLA2 inh = LYPLA2 inhibitors, primary screen, counter-screen for PME1 inhibitor project, biochemical, fluorescence polarization, FP-Rh probe ABPP; recombinant LYPLA2; 320,000 tested, 0.38% active; Acyl-protein thioesterase 2 (Homo sapiens), O95372; inhibition, % at 5.9 µM;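 active = inhibition above the screen-wide mean plus 3 SD, limit set per campaign, cut at about 26% in these data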;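 note: 0% = LYPLA2 with DMSO and 100% = wells lacking LYPLA2 enzyme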
Target sequence (O95372 whole entry, looked up): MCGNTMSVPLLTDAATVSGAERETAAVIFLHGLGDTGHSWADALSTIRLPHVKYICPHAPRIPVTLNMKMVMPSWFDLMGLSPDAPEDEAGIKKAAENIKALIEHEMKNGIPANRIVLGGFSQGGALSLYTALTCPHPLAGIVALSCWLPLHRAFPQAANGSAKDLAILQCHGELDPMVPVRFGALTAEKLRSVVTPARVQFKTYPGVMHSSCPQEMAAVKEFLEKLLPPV
HCV core dimer = inhibitors of HCV core protein dimerization, primary screen, biochemical, TR-FRET, high-throughput; TR-FRET GST/Flag-core106 dimerization, 1536-well; inhibition, % at 5 µM; AID 1899, 2009; 300,000 tested, 0.33% active;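 active = inhibition above the mean of all tested compounds plus 3 SD, set per screening campaign, cut at about 45% in these data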
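Test system: GST/Flag-tagged HCV core106 proteins; Medium: KF-containing HEPES buffer, pH 7.45, DTT, CHAPS, BSA; Times: compound-protein-antibody incubation 4 h at 22.5 °C; Detection: TR-FRET 671 and 617 nm emission; Benchmarks: wells lacking GST-core106 and wells with excess unlabelled core106.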
Starred values were filed as active, the others as inactive; / = no result given. Not all compounds are listed; the hit share may differ from the screen's.

SMILES | TPT1 inh | PP5 primary | PP1 counter | PREPL inh | GASC-1 inh | CTSL1 counter | Efflux pump mplx | LYPLA2 inh | HCV core dimer
Cc1ccc(N/C=C/c2onc(C)c2[N+](=O)[O-])cc1 | 49* | 1.9 | 5 | 10 | -7 | 8 | 0.0 | 2 | -8
O=C(Nc1ccc(N2CCOCC2)cc1N1CCOCC1)c1cccs1 | -2 | 0.2 | 1 | 7 | 3 | -1 | -0.1 | 4 | -11
Cc1ccc(-n2c(=O)c(C#N)cc3c(=O)n4ccccc4nc32)cc1 | -5 | 0.9 | 0 | 1 | 5 | 2 | -4.3 | 0 | -2
COc1ccc(CN2CCN(C(=O)c3c(-c4ccccc4)noc3C)CC2)cc1F | / | -0.9 | 0 | 4 | 6 | / | -0.1 | 6 | /
CNC(=O)c1[nH]cnc1C(=O)Nc1cccc(Cl)c1 | / | 1.8 | -1 | -9 | 9 | / | 0.4 | 3 | /
Cn1nc(C(=O)Nc2cc(Cl)ccc2N2CCCC2)c2ccccc2c1=O | / | 1.1 | 9 | 22 | -6 | / | 0.4 | 0 | /
NC(=O)CC(NC(=O)c1ccc(Br)cc1)c1ccc(N2CCN(c3ccccc3)CC2)c([N+](=O)[O-])c1 (configuration not stated) | -1 | 2.2 | 15* | -2 | -4 | -2 | -0.1 | 26* | 9
COC(=O)c1ccccc1NC(=O)C1CC(=O)N(c2ccc(C)cc2)C1 (configuration not stated) | 1 | -0.4 | -1 | 0 | -3 | 3 | 0.0 | 6 | 2
Cc1cnc(NC(=O)CSc2nnc(-c3ccncc3)n2C2CCCCC2)s1 | 0 | 0.2 | 0 | 11 | 0 | -4 | 0.1 | 10 | 2
Cc1ccc2nc(SCC(=O)N/N=C/c3ccco3)cc(C)c2c1 | -2 | 4.4 | 1 | -8 | -14 | -1 | 0.1 | 0 | 12
Cc1cc(NC2CCCCC2)n2c(n1)nc1ccccc12 | 1 | 3.7 | -2 | 11 | 18 | 1 | 0.0 | -1 | -4
O=C(COc1nsnc1N1CCOCC1)Nc1cccc(Cl)c1 | 0 | 1.2 | 1 | 8 | -4 | -5 | 0.4 | 3 | 5
COc1ccc(CCNC(=O)CCNS(=O)(=O)c2cccc(Cl)c2)cc1OC | 0 | 1.7 | -5 | 7 | 3 | 8 | 0.0 | -7 | -1
O=C(NCCNc1ccnc2cc(Cl)ccc12)c1ccccc1F | -3 | -2.0 | 2 | -7 | -14 | 5 | -0.2 | 0 | -37
COc1cccc(-c2csc(N3CCN(C(=O)NC45CC6CC(CC(C6)C4)C5)CC3)n2)c1 | 3 | 4.1 | -2 | 19 | 19 | -1 | 0.1 | 3 | 26
CCCOC(=O)c1ccc(NC(=O)C2C3CCC(C3)C2C(=O)O)cc1 (configuration not stated) | 3 | -1.0 | 0 | 12 | -6 | -2 | 15* | -1 | -6
NC(=O)CC[C@@H]1NC(=O)[C@H](CO)NC(=O)c2cc([N+](=O)[O-])cc(I)c2NCCC[C@@H](C(N)=O)NC(=O)[C@H](Cc2ccc(O)cc2)NC1=O | 1 | -0.9 | -3 | 19 | -2 | 3 | -0.1 | -4 | 15
Cc1ccc(C(C)C)cc1OCC(=O)Nc1ccccc1N1CCCC1 | -2 | -0.1 | 1 | 16 | 4 | 1 | -0.1 | 7 | 7
O=S(=O)(NCCc1ccncc1)c1ccc(S(=O)(=O)N2CCCCCC2)cc1 | -1 | -0.2 | 0 | 12 | -12 | -3 | -0.1 | 2 | -1
O=C1CSC(c2cccnc2)N1CCc1ccccn1 (configuration not stated) | -4 | 1.5 | -4 | -50 | -26 | -1 | 0.2 | -8 | 1
CCOP(=O)(c1ccc(N(C)C)cc1)C(O)c1ccc(OC)cc1 (configuration not stated) | -3 | 1.4 | 1 | 0 | 3 | -2 | 0.1 | -3 | 0
COc1cccc(C(=O)N/N=c2\oc3c(OC)cccc3cc2C(=O)NCc2ccccc2)c1 | 0 | -2.2 | -2 | -3 | -2 | -1 | -0.1 | -7 | 10
COc1ccc(/C=N/n2cc(-c3ccccc3)nc2N)cc1 | 4 | 3.5 | -3 | 8 | 10 | 1 | 0.3 | -1 | 3
CCC(=O)N/N=C(\C)CC(=O)Nc1ccc2ccccc2c1 | -4 | 1.4 | -2 | 1 | -2 | -1 | 0.2 | 0 | -1
COc1cccc(/C=C/C(=O)OCC(=O)c2c(N)n(C)c(=O)n(C)c2=O)c1 | / | 3.6 | -2 | 9 | -7 | / | 0.0 | 1 | /
CCNc1nc(NCC)nc(N2CC(=O)N(CC(=O)OCC)C2=N)n1 | 0 | -0.6 | -5 | 5 | 11 | 3 | 0.1 | 10 | -3
O=S(=O)(Cc1ccc(Cl)cc1)NCc1cccnc1 | -2 | 2.5 | -4 | 1 | -21 | -4 | 0.1 | 5 | 0
Cc1c(CCO)c(=O)[nH]n1S(=O)(=O)c1ccc(F)cc1 | -3 | 0.0 | -9 | 6 | 5 | 4 | -0.5 | 6 | -9
O=C(NC1CCCCC1)c1cc(S(=O)(=O)N2CCCCC2)ccc1N1CCOCC1 | / | 1.9 | -1 | 2 | -5 | / | -0.3 | 3 | /

Fetched one by one from the entries so far:
SMILES | TPT1 inh | PP5 primary | PP1 counter | PREPL inh | GASC-1 inh | CTSL1 counter | Efflux pump mplx | LYPLA2 inh | HCV core dimer
COc1cccc(/C=C/C(=O)OCC(=O)c2c(N)n(C)c(=O)n(C)c2=O)c1 | / | 3.6 | -2 | 9 | -7 | / | 0.0 | 1 | /
CCNc1nc(NCC)nc(N2CC(=O)N(CC(=O)OCC)C2=N)n1 | 0 | -0.6 | -5 | 5 | 11 | 3 | 0.1 | 10 | -3
O=S(=O)(Cc1ccc(Cl)cc1)NCc1cccnc1 | -2 | 2.5 | -4 | 1 | -21 | -4 | 0.1 | 5 | 0
Cc1c(CCO)c(=O)[nH]n1S(=O)(=O)c1ccc(F)cc1 | -3 | 0.0 | -9 | 6 | 5 | 4 | -0.5 | 6 | -9
O=C(NC1CCCCC1)c1cc(S(=O)(=O)N2CCCCC2)ccc1N1CCOCC1 | / | 1.9 | -1 | 2 | -5 | / | -0.3 | 3 | /

Screens: PubChem, several laboratories
